# High-throughput results (PubChem)
# GlmU inhibition = inhibition of mycobacterial GlmU enzyme – biochemical, glucosamine-1-phosphate acetyltransferase (AID 1376); Bifunctional protein GlmU (Mycobacterium tuberculosis (strain ATCC 25618 / H37Rv)); inhibition, %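 (tested at 30 µM in the primary screen)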; hits with a dose series show IC50 in µM; actives 0.25% (n = 220,000); M. tuberculosis GlmU acetyltransferase enzyme assay; higher % means a stronger effect; in the data active = inhibition above about 13%; inconclusive = no clear call, values can overlap the other calls;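 also: 0% = complete reaction with vehicle and 100% = reaction without substrate; strong numbers were not always called active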
# RmlCD inh 1536 = M. tuberculosis RmlC/RmlD coupled enzyme inhibitors, primary screen, biochemical, compound mixtures, 384-well, from 1536-well plates; RmlC+RmlD coupled enzyme assay, percent inhibition; primary screen in compound mixtures; actives 0.03% (n = 160,000); inhibition, % at 3.6 µM; dTDP-4-dehydrorhamnose reductase (Mycobacterium tuberculosis (strain ATCC 25618 / H37Rv)) …; AID 1533, 2009; in the data active = inhibition mostly above about 34%, no sharp cut-off; inconclusive = no clear call, values can overlap the other calls; inactive = mostly below about 22%; also: some results filed as inactive read as strong as hits
# Target sequence (P9WH09 whole entry, looked up): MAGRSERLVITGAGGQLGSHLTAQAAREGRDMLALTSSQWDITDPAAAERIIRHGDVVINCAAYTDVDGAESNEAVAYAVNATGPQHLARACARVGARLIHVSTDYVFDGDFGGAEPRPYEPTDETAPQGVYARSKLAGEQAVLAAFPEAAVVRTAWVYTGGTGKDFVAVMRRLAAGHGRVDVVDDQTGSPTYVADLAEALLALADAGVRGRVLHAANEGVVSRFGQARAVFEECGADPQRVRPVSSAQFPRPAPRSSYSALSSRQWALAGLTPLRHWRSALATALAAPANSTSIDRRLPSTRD
# Target sequence (P9WH11 whole entry, looked up): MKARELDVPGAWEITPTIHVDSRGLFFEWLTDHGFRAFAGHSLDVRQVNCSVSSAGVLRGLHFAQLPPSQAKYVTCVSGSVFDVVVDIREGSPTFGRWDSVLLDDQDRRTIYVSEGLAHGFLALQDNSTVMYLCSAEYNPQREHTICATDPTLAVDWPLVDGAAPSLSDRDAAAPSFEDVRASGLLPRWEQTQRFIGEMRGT
# * marks the source's active call; other numbers are inactive results; u = inconclusive; x = not tested or not shown; & = joins results of further samples. The list is partial; count on the stated rates, not on these rows.
SMILES	GlmU inhibition	RmlCD inh 1536
O=C(Nc1ccccc1N1CCCC1)c1ccco1	5.3%	1.1
COc1ccccc1-c1c(C)nn2c(C)c(C(C)=O)cnc12	3.3%	13.7
CC(=O)N1C(=O)C2(C(C#N)=C(N)Oc3c2c(C)nn3-c2ccccc2)c2ccccc21 (stereo not given)	-0.1%	-3.2
Cc1csc(Nc2ccc(C(=O)O)cc2)n1	0.7%	x
O=C(CSc1nnc(CNC(=O)c2cccs2)o1)NCC1CCCO1 (stereo not given)	0.1%	14.1
CCCCc1ccc(NC(=O)CC(C)=O)cc1	3.6%	x
O=C1c2ccccc2C(=O)N1c1cccc2cccnc12	-2.7%	1.4
O=C(CSCC(=O)Nc1nc(-c2ccc3c(c2)OCO3)cs1)Nc1nccs1	-4.9%	x
Cc1ccc(-c2cn(S(=O)(=O)c3ccc(C)cc3)nc2N)cc1	0.3%	9.4
Cc1ccc(C(=O)NC(=S)NNS(=O)(=O)c2ccccc2)cc1	12.8%	6.7
CCOC(=O)C1CCCN(C(=O)N2CCOCC2)C1 (stereo not given)	-2.4%	-4.5
Cc1cc(-n2nc(C)cc2C)nc(NS(=O)(=O)c2ccccc2Cl)n1	4.9%	13.3
O=C(CN1CCN(c2ncccn2)CC1)N(Cc1ccccc1)c1ccc(F)cc1	-2.9%	x
N=C1C(c2ccccc2)=C(O)C2CCc3ccccc3N12 (stereo not given)	-4.2%	15.6
OC(COC(c1ccc(F)cc1)c1ccc(F)cc1)CN1CCc2ccccc2C1 (stereo not given)	-3.0%	23.1
O=C(COC(=O)C(O)c1ccccc1)c1ccc2c(c1)OCCO2 (stereo not given)	1.8%	x
CC(=O)N1N=C(c2cccnc2)CC1c1ccccc1O (stereo not given)	3.1%	6.8
COc1cccc(C(=O)N2CCCc3ccccc32)c1	-0.7%	x
c1cncc(CSc2ccc(-c3ccc4c(c3)OCO4)nn2)c1	-5.0%	13.4
COC(=O)c1c(NC(=O)c2ccccc2N(C)S(=O)(=O)c2ccccc2)sc2c1CCCC2	-2.6%	x
O=c1cnnc(SCc2ccc([N+](=O)[O-])cc2)[nH]1	-4.8%	-10.1
COCCN1Cc2cc3cc(C)ccc3nc2SC1=Nc1ccc(OC)cc1	9.4%	-8.0
Cc1[nH]cnc1CSCCN	0.3%	x
CC1=CC(c2ccccc2)n2nc(N3C(=O)CCC3=O)nc2N1 (stereo not given)	0.6%	x
COc1ccc(CCNC(=O)CN2CCN(c3cccc(C(F)(F)F)c3)CC2)cc1	-4.0%	x

# (more compounds)
SMILES	GlmU inhibition	RmlCD inh 1536
O=C(O)CC(NS(=O)(=O)c1cccc2nsnc12)c1ccc(F)cc1 (stereo not given)	2.5%	-5.4
CN(C)CCCNC1CS(=O)(=O)CC1O (stereo not given)	-3.7%	1.7
CC(C)Nc1nc(Cl)nc(N(C#N)CN2C(=O)c3ccccc3S2(=O)=O)n1	-0.6%	8.9
O=C(C[n+]1ccccc1)c1ccc(NC(=O)c2ccccc2)cc1	-5.6%	4.5
CCN(CC)C(=O)CSc1ncnc2c(-c3cccs3)nsc12	1.0%	u
Cc1cc(=O)n(C)c(=O)n1CCCCCN1CCCC1	2.2%	-15.4
COCCCNC(=O)CNC(=S)N(Cc1cc(OC)c(OC)c(OC)c1)C1CCCC1	6.6%	-6.4
CC1(c2nnc(-c3ccccc3)o2)CC(c2cccnc2)=NO1 (stereo not given)	2.4%	x
COc1ccc2[nH]c(=O)c(CN(C(=O)c3cccnc3)c3ccccc3C)cc2c1	0.3%	x
Cc1nn(Cc2ccc(F)cc2Cl)c(C)c1[N+](=O)[O-]	-1.1%	9.9
CCOC(=O)c1c(C)[nH]c(C)c1C(=O)COC(=O)c1cc(OC)cc(OC)c1	-1.4%	x
CC(=O)NC1C(=O)N(C)c2ccc(Br)cc21 (stereo not given)	3.8%	x
CN(Cc1ccccc1)C(=O)Cn1nc(C(F)(F)F)c2c1CCC2	-4.9%	6.8
CC(C)(C)C(=O)C(Cc1ccccc1)n1cncn1 (stereo not given)	-0.5%	7.0
CN(CC(=O)N1CCCC1)S(=O)(=O)c1ccc(Cl)cc1	5.0%	-5.4
CCn1c(CSc2n[nH]c(N)n2)nc2cc(C(=O)O)ccc21	-3.1%	0.8
N#Cc1cc(-c2ccccc2)nnc1Oc1ccccc1	2.0%	9.1
C/C(N)=C(/C#N)C(=O)COC(=O)c1ccccc1Oc1ccccc1	7.7%	8.0
Cc1ccccc1-n1c(C)cc(/C=N/NC(=O)c2ccncc2)c1C	6.6%	x
O=C(NCc1ccco1)c1cc(S(=O)(=O)N2CCOCC2)c(Cl)cc1Cl	1.3%	-0.7
Cc1ccc(S(=O)(=O)NC(=O)NC(C)Cc2ccccc2)cc1 (stereo not given)	-6.3%	10.4
O=S(=O)(c1cc(Cl)ccc1Cl)N1CCCCC1	2.0%	13.5
O=C(O)C1C2C=CC(C2)C1C(=O)NC1CCS(=O)(=O)C1 (stereo not given)	3.3%	5.4
Cc1cccc(/C=N/N(CCO)C2=NS(=O)(=O)c3ccccc32)c1	-2.2%	-4.5
O=C(Nc1cccc(S(=O)(=O)N2CCCCC2)c1)Nc1ccc(Cl)cc1Cl	1.8%	x

# Following part:
SMILES	GlmU inhibition	RmlCD inh 1536
C[C@@H](C(=O)NCCc1c[nH]c2ccccc12)[C@@H]1C[C@@]1(C)[C@@H](NC(=O)OCc1ccccc1)c1ccccc1	-6.3%	x
CCCCOc1ccc(-c2cc(C(=O)NNC(=S)NCC)c3ccccc3n2)cc1	7.5%	x
Cc1ccc(S(=O)(=O)NCC(=O)N(CC(=O)NCC2CCCO2)CC2CCCO2)cc1 (stereo not given)	-4.5%	-9.6
O=C(CSc1nc(-c2ccncc2)nn1CC(=O)N1CCCCC1)NC1CCCC1	5.7%	16.8
CCOC(=O)N1CCC(NC(=O)C2=C(C)C(=O)OC23CCC(C)CC3)CC1 (stereo not given)	8.2%	-8.4
Cc1ccc(Cn2cc(/C=N/NC(=O)Cc3nnc(NC(=O)c4ccc(C)cc4)s3)c3ccccc32)cc1	-2.7%	-2.8
Nc1cc2c(cc1[N+](=O)[O-])OCCO2	7.5%	6.8
O=C(CN1CCOCC1)Nc1c2c(nc3ccccc13)N(Cc1ccccc1)CC2	1.0%	u
CCOc1nc(NCCN2CCOCC2)nc(NC(C)C)n1	5.6%	x
Cc1cc(OCC(=O)c2cccc(C(F)(F)F)c2)n2cnnc2n1	-2.2%	-8.2
COc1ccc(CNC(=O)COC(=O)c2c(-c3c(F)cccc3Cl)noc2C)cc1OC	4.2%	-6.9
COc1cccc(OC)c1NC(=O)CN1CCC(NC(=O)c2cccc(F)c2)CC1	1.1%	-4.1
Cc1ccc(Cl)cc1NC(=O)N[C@@H](C)C(=O)O	0.7%	x
CC(=O)Nc1cc(S(=O)(=O)Nc2ccc(C)cc2)c(C)cc1C	-4.0%	-3.5
COc1ccc(OCC(=O)NNC(=O)c2cccc(O)c2)cc1	1.9%	-13.4
CCCCOc1ccc(C(=O)Nc2ccc(N3CCN(C(=O)C(C)C)CC3)cc2)cc1	0.7%	-7.0
NC(=O)[C@H]1CC2(CC(c3cccc(NC(=O)COc4ccc(Cl)cc4)c3)=NO2)CN1C(=O)c1ccccc1C(=O)c1ccccc1 (stereo not given in full)	4.1%	-0.9
CCOC(=O)CC1COCCN1Cc1cn[nH]c1-c1cc(OC)c(OC)c(OC)c1 (stereo not given)	-4.1%	x
COc1ccc(S(=O)(=O)N2CCc3ccccc32)cc1C(=O)OCC(=O)c1c(N)n(C)c(=O)n(C)c1=O	-7.4%	x
CCCCN1C(N)=NC[C@@H]1C(C)O (stereo not given in full)	0.4%	x
COCCNC(=S)NNC(=O)c1ccco1	0.3%	1.5
COC(=O)CCCCCC(CCC(=O)OC)NC(C)=O (stereo not given)	-1.6%	x
O=C(NCc1nc2ccccc2[nH]1)c1ccc([N+](=O)[O-])cc1	-6.1%	2.8
O=S(=O)(c1ccc(Cl)c(NC(=S)N/N=C/c2ccc(O)cc2)c1)N1CCOCC1	4.6%	-0.7
CC1(C)COC(Nc2cccc(Cl)c2)=N1	-1.8%	x

# Reformatted: entries from further up
# Below each SMILES – GlmU inhibition	RmlCD inh 1536
> COc1ccc(S(=O)(=O)N2CCc3ccccc32)cc1C(=O)OCC(=O)c1c(N)n(C)c(=O)n(C)c1=O
  -7.4%	x
> CCCCN1C(N)=NC[C@@H]1C(C)O (stereo not given in full)
  0.4%	x
> COCCNC(=S)NNC(=O)c1ccco1
  0.3%	1.5
> COC(=O)CCCCCC(CCC(=O)OC)NC(C)=O (stereo not given)
  -1.6%	x

# Next structures.
structure | GlmU inhibition | RmlCD inh 1536
Cc1cc(OC(=O)C(c2ccccc2)c2ccccc2)c([N+](=O)[O-])c(=O)[nH]1 | -1.2% | -9.2
CC12CCC(C(=O)N(NC(=O)c3cc(Cl)ccc3O)C1=O)C2(C)C (stereo not given) | 1.6% | 7.6
CCOC(=O)C1=C(C)NC(=O)NC1c1ccc(OCC(=O)Nc2ccccc2)c(OC)c1 (stereo not given) | 7.5% | x
Cc1cc(NC(=O)CSc2nnc3c(C)cc4cc(C)c(C)cc4n23)no1 | -4.8% | -3.6
CC(NC(=O)c1ccc2c(c1)OCCO2)C(=O)O (stereo not given) | 2.0% | x
CS(=O)(=O)N(CC(=O)Nc1cccc([N+](=O)[O-])c1)c1cccc(F)c1 | 5.3% | x
COCCn1c(=S)[nH]c2cc(OC)c(OC)cc2c1=O | 3.1% | 23.0
O=C1c2ccccc2CCC12N=NCC2c1ccc(Cl)cc1 (stereo not given) | -4.3% | 15.4
CCOC(=O)c1c(NC(=O)c2ccc(N3CCOCC3)c([N+](=O)[O-])c2)sc(C)c1C | 0.3% | x
N#CCC(=O)N/N=C/c1cc(-c2ccccc2)n(-c2ccc(Cl)cc2)c1-c1ccccc1 | -3.6% | x

# (further entries)
structure | GlmU inhibition | RmlCD inh 1536
CCOc1ccc(S(=O)(=O)NCC2CCCO2)c2cccnc12 (stereo not given) | 3.5% | -0.3
CCCCOC(=O)c1[nH]c(C)c(C(=O)OC)c1C | -0.8% | x
S=C(NCCc1ccccc1)NCc1cccs1 | -1.0% | -3.7
Cn1c(CCN2CCCCC2)nc2cc(NS(=O)(=O)c3ccc(F)cc3)ccc21 | -3.6% | -6.4
COc1ccc2c(c1)c1c(n2C(C)=O)C(OC(C)=O)=NCC1 | 4.6% | 14.9
Cc1nnc(SCC(=O)Nc2ncc3c(n2)CCCC3=O)s1 | -3.3% | 9.3
C=C(C)Cn1c(SCC(=O)N/N=C/c2cccc(O)c2)nc2ccccc2c1=O | 1.1% | 4.9
Nc1ccc(C(=O)Oc2ccc([N+](=O)[O-])cc2)cc1 | 2.7% | -4.1
COc1ccccc1/C=C/C(=O)NCC(=O)n1nc(C)cc1C | 4.1% | 14.9
CC(=O)NC1=NN(C(C)=O)C(C)(c2ccccc2)S1 (stereo not given) | -0.1% | 1.2

# As a short view, part of the list above.
structure | GlmU inhibition | RmlCD inh 1536
CCOc1ccc(S(=O)(=O)NCC2CCCO2)c2cccnc12 (stereo not given) | 3.5% | -0.3
CCCCOC(=O)c1[nH]c(C)c(C(=O)OC)c1C | -0.8% | x
S=C(NCCc1ccccc1)NCc1cccs1 | -1.0% | -3.7
Cn1c(CCN2CCCCC2)nc2cc(NS(=O)(=O)c3ccc(F)cc3)ccc21 | -3.6% | -6.4
COc1ccc2c(c1)c1c(n2C(C)=O)C(OC(C)=O)=NCC1 | 4.6% | 14.9
Cc1nnc(SCC(=O)Nc2ncc3c(n2)CCCC3=O)s1 | -3.3% | 9.3

# Further records.
structure | GlmU inhibition | RmlCD inh 1536
CCCCOCCCNC(=O)c1cccc(OC)c1 | 1.2% | -7.2
Cc1cc(NC(=O)CCN2C(=O)/C(=C\c3ccccc3Cl)SC2=S)no1 | -5.0% | 6.0
CC(C)c1ccc(NC(=O)C(c2ccccc2)N2CCN(C=O)CC2)cc1 (stereo not given) | -3.6% | 12.0
CCC1CCCCN1CCCNC(=O)C1CCC(Cn2c(=O)[nH]c3ccccc3c2=O)CC1 (stereo not given) | 0.0% | x
Cc1ccc(NC(=O)CSc2ncc(-c3ccccc3)n2C(=O)c2ccccc2)cc1 | -5.8% | -4.0
CCCCC(C(=O)O)C(C)CC(=O)Nc1nncs1 (stereo not given) | 2.2% | x
N=C(N)SCc1nc2ccccc2c(=O)n1-c1ccccc1 | -0.8%&-5.0% | 22.9&9.4
C=CCN1C(=O)[C@]2(c3ccccc31)C1CCCC=C1C(C#N)=C(N)C2(C#N)C#N (stereo not given in full) | -4.7% | -6.9
CCOc1ccc(/C=N/NC(=O)c2ccc(Cn3cc([N+](=O)[O-])cn3)o2)cc1 | 5.3% | 27.4
Cc1nc2c(-c3ccccc3)c(C)nn2c(C)c1CCC(=O)O | 6.6% | -4.3

# New compounds follow
structure | GlmU inhibition | RmlCD inh 1536
CCOC(=O)c1ccccc1NC(=O)Cn1c(-c2nonc2N)nc2ccccc21 | 1.4% | x
O=C(CN1C(=O)c2ccccc2S1(=O)=O)Nc1ccc(S(=O)(=O)N2CCCCCC2)cc1 | -1.8% | 9.1
O=C(Oc1ccc2c(-c3ccccc3)cc(=O)oc2c1)C1CCCCC1 | -0.2% | -2.3
Cc1ccccc1NS(=O)(=O)c1cccc(-c2nnc(-c3ccccc3)o2)c1 | x | 31.3
Cc1cccc(N(Cc2cc3cc(C)ccc3[nH]c2=O)C(=O)c2cccs2)c1 | 5.6% | -12.6
CC1CCN(CCC(=O)Nc2ccc(Br)cc2)CC1 | -1.7% | x
